DYRK1A inh: blocks rat Dyrk1A kinase activity | Q63470 | ADP-Glo luminescence, NFATc1 peptide | inhibition, % at 12.5 µM | hit rate 0.43% among 310,000; in the data active means inhibition above about 50%;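 further: plate controls were vehicle with enzyme for no effect and no enzyme for full effect; many of its hits are not listed in these tables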
KCNK3 block: human KCNK3 channel inhibition, primary screen. O14649. CHO-KCNK3 thallium flux, FluxOR fluorescence; active compounds read low. B-score at 10 µM. hit rate 0.84% among 340,000. AID 602410;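 active means B-score under library mean minus 4 SD, starting fluorescence ratio at most library mean plus 5 SD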;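 further: more negative B-score means stronger inhibition of thallium flux through KCNK3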
Target sequence (O14649 whole entry, looked up): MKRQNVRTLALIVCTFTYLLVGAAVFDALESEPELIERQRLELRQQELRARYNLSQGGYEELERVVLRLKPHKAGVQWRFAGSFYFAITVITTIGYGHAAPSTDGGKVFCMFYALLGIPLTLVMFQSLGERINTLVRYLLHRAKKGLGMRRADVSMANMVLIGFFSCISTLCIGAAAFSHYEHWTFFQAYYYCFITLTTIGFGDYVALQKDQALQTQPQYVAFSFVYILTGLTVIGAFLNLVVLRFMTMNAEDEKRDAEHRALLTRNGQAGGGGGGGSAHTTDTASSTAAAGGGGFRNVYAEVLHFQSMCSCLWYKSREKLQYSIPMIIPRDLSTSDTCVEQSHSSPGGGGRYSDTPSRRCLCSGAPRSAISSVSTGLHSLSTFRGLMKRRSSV
Numbers without * were called inactive; i = inactive. Only part of the results is shown; rates above refer to the full screens.

compound,DYRK1A inh,KCNK3 block
Cc1ccc(CSc2ccc(S(=O)(=O)N3CCOCC3)cn2)cc1,4.0,i
COc1ccc(NC(=O)COC(=O)CCSc2ccccc2)cc1,-3.5,i
C[C@H](NC(=O)c1ccccc1Cl)C(=O)OCC(=O)N1CCN(c2ccccc2)CC1,-8.6,i
COc1ccc(S(=O)(=O)Nc2ccc3c(c2)C(=O)N([C@H](C)CO)C[C@@H](C)[C@@H](CN(C)S(=O)(=O)c2ccc(Cl)cc2)O3)cc1,10.6,i
CCC1CCC2(CC1)NC(=O)N(CC(=O)Nc1cccc(S(=O)(=O)N(C)c3ccccc3)c1)C2=O (stereo not drawn),3.5,i
CCCCN(C(=O)c1cc(CN2C(=O)c3ccccc3C2=O)ccc1OC)c1c(N)n(CC(C)C)c(=O)[nH]c1=O,-1.0,i
CC(=NNC(=S)Nc1ccccc1Cl)c1ccccn1,3.5,i
Cc1nc2ccc(C(=O)OCC(=O)N(C)c3ccccc3)cc2nc1C,14.8,i
Cc1nn(-c2ccccc2)c(C)c1CN(C)C(=O)c1ccc(S(=O)(=O)NCc2ccco2)cc1,-3.2,i
CC(=O)c1ccc(NCC(=O)N2CCN(c3ccccc3)CC2)cc1,2.3,i
Cc1ccccc1OCC(=O)OCC(=O)c1ccc[nH]1,2.6,i
CCOc1nc(NC(=O)NS(=O)(=O)c2ccccc2F)nc(-c2ccccc2)n1,1.1,i
O=C(Nc1ccccc1)c1nc[nH]c1C(=O)NCCCCNC(=O)c1[nH]cnc1C(=O)Nc1ccccc1,6.1,i
CC(C)=CCC/C(C)=C/CNC(=O)C[C@H]1C[C@H](C(=O)N2CCCCC2)[C@@]2(CCc3ccccc3)c3[nH]c4cc(CCC(=O)N(C)C)ccc4c3CCN2C1=O,1.3,i
CCCN(CC(=O)Nc1ccc(F)c(F)c1F)CC(=O)Nc1c(C)n(C)n(-c2ccccc2)c1=O,1.7,i

Next part, starting with the last 3 of the part before.
compound,DYRK1A inh,KCNK3 block
O=C(Nc1ccccc1)c1nc[nH]c1C(=O)NCCCCNC(=O)c1[nH]cnc1C(=O)Nc1ccccc1,6.1,i
CC(C)=CCC/C(C)=C/CNC(=O)C[C@H]1C[C@H](C(=O)N2CCCCC2)[C@@]2(CCc3ccccc3)c3[nH]c4cc(CCC(=O)N(C)C)ccc4c3CCN2C1=O,1.3,i
CCCN(CC(=O)Nc1ccc(F)c(F)c1F)CC(=O)Nc1c(C)n(C)n(-c2ccccc2)c1=O,1.7,i
O=C(/C=C/c1ccccc1)Nc1cccc(C(=O)NC2CC2)c1,62.6*,i
O=C(Cc1cccc(NC(=O)C2CCCN(C(=O)C3CC3)C2)c1)Nc1ccc(C(=O)N2CCCCC2)cc1 (stereo not drawn),-6.1,i
Nc1ccn(CC(=O)N[C@H](CO)Cc2c[nH]c3ccccc23)c(=O)n1,5.4,i
CCCCn1c(N)c(N(C)C(=O)c2c(C)nn(-c3ccccc3)c2C)c(=O)[nH]c1=O,4.8,i
CCN(C[C@H]1N[C@@](CC)(C(=O)OC)[C@H]2C(=O)N(C)C(=O)[C@@H]12)S(=O)(=O)c1ccc(C)cc1,5.2,i
COc1ccc(C(CC(=O)O)c2cc(OC)c(OC)c(OC)c2)cc1OC (stereo not drawn),-3.8,i
CCCC1(CC)C(=O)NC(=O)N=C1N (stereo not drawn),-3.7,i
O=C(CSc1ccccc1C(=O)N1CCN(c2ccccc2)CC1)N1CCCC1,-5.9,i
COC(=O)[C@@]12CCCN1[C@H](c1ccc(SC3CCCCC3)cc1)[C@H]1C(=O)N(C)C(=O)[C@H]12,-3.1,i
Cc1ccc(C)c(OCCC(=O)Nc2ccc3c(c2)OCO3)c1,-5.2,i
CC(=O)c1c(C)[nH]c(C(=O)COC(=O)Cc2ccccc2F)c1C,2.2,i
O=C(C[C@H]1C/C=C\C[C@@H](Cc2ccc(F)cc2)C(=O)OC[C@H]2CCCN2C1=O)N[C@H](CO)Cc1ccccc1,-0.1,i
Cc1onc(-c2ccccc2)c1C(=O)NC1CC1,6.0,i
COc1ccc([C@H]2CC(=O)C=C(c3cccc(C(C)C)c3)C2)cc1OC,3.1,i
CCCCNS(=O)(=O)NC(=O)C1=C(N2CCCC2)COC1=O,0.1,i

Next entries follow.
compound,DYRK1A inh,KCNK3 block
C[C@@H](NC(=O)c1ncn(Cc2ccccc2)c1C(=O)N[C@H](C)c1ccccc1)c1ccccc1,1.0,i
COc1ccc(C(=O)OC2C(OC)OCC(O)C2O)cc1 (stereo not drawn),5.4,i
CN(CC(=O)Nc1ccc(F)cc1)C(=O)c1ccccc1Sc1ccccc1C#N,-3.9,i
COc1ccc(N2CCN(C(=O)COC(=O)[C@@H](NC(=O)c3c(F)cccc3F)C(C)C)CC2)cc1,4.6,i
COc1ccc(C2=C3C(=O)OCC3Cc3ncn(Cc4ccccc4)c32)cc1 (stereo not drawn),-2.9,i
COc1cc(NC(=O)CS(=O)(=O)c2ccc(C)cc2)cc(OC)c1OC,4.4,i
O=C(NC(=S)N1CCOCC1)c1cn(-c2ccccc2)nc1-c1ccc(F)cc1,-0.1,i
CCOc1ncccc1C(=O)NNC(=O)CSc1ccc(Cl)cc1,3.8,i
Nc1c(N(Cc2ccco2)C(=O)c2ccccc2F)c(=O)[nH]c(=O)n1Cc1ccccc1,12.8,i
CC(C)(C)NC[C@H](O)COc1cccc2c1CCCC2=O,9.0,i
O=C1[C@H](Cc2ccccc2)NCC=CC[C@@H](c2ccco2)N1Cc1ccccc1,1.5,i
O=C1CC/C=C\C[C@@H](CC(=O)N(CCO)Cc2ccccc2)C(=O)NC[C@@H](c2ccccc2)O1,4.8,i
CCN(CCCNC(=O)CNC(=O)Cn1cnc2ccccc2c1=O)c1ccccc1,1.8,i
CN(C)c1ccc(NC(=O)COC(=O)c2ccc3c(c2)OCO3)cc1,-2.0,i
CC(=O)Nc1ccc(NC(=O)Cc2ccc(S(=O)(=O)N3CCCCC3)cc2)cc1,-2.5,i

(continued)
compound,DYRK1A inh,KCNK3 block
Nc1cc(=O)[nH]c(SCC(=O)Nc2cccc(S(=O)(=O)N3CCCCCC3)c2)n1,-0.3,i
CC(c1ccccc1)N(C)C(=O)CN1CCN(S(=O)(=O)c2ccc3c(c2)OCCCO3)CC1 (stereo not drawn),-1.4,i
CCOC(=O)c1ccc(N2C(=O)CC(N3CCC(C(N)=O)(N4CCCCC4)CC3)C2=O)cc1 (stereo not drawn),1.5,i
C=CCn1c(O)c(N=Nc2ccccc2O)c2ccccc21,0.2,i
COc1ccccc1N(CC(=O)Nc1ccc(C)cc1Cl)S(=O)(=O)c1cccs1,-0.2,i
O=C(NNC(=O)c1cc2ccccc2o1)c1ccc(F)cc1,1.7,i
Cc1ccc(S(=O)(=O)SCCCSS(=O)(=O)c2ccc(C)cc2)cc1,4.2,i
Cc1cccc(N2CCN(S(=O)(=O)c3ccc(Cl)nc3)CC2C)c1 (stereo not drawn),2.6,i
CC(NC(=O)CN1CCN(CC(=O)Nc2ccccc2Cl)CC1)c1ccc(Br)cc1 (stereo not drawn),0.0,i
O=C(Nc1cc(S(=O)(=O)Nc2ccc(Cl)cc2)ccc1O)c1ccc(F)cc1F,0.0,i
O=C(Nc1cccc(S(=O)(=O)NCc2ccco2)c1)c1ccc(Cl)cc1,1.3,i
CN(C)C(CNC(=O)CSC(=S)N1CCCC1)c1ccccc1 (stereo not drawn),-2.0,i
C#CCOCCOCCOCCNc1nc(N2CCN(C(=O)[C@H](CCCCN)n3cc(CN)nn3)CC2)nc(N2CCN(C(=O)[C@H](CCCCN)n3cc([C@@H](N)CC(N)=O)nn3)CC2)n1,7.7,i
O=C1C=C(c2cccc(Br)c2)C[C@@H](c2ccc(F)cc2)C1,4.5,i
CC12CCC(=O)N1C(C(=O)NNC(=O)c1ccc(Br)cc1)CS2 (stereo not drawn),2.0,i

Given with each value named: part of the list above.
SMILES: Nc1cc(=O)[nH]c(SCC(=O)Nc2cccc(S(=O)(=O)N3CCCCCC3)c2)n1
  DYRK1A inh: -0.3	KCNK3 block: i

SMILES: C#CCOCCOCCOCCNc1nc(N2CCN(C(=O)[C@H](CCCCN)n3cc(CN)nn3)CC2)nc(N2CCN(C(=O)[C@H](CCCCN)n3cc([C@@H](N)CC(N)=O)nn3)CC2)n1
  DYRK1A inh: 7.7	KCNK3 block: i

SMILES: O=C1C=C(c2cccc(Br)c2)C[C@@H](c2ccc(F)cc2)C1
  DYRK1A inh: 4.5	KCNK3 block: i

Next section.
compound,DYRK1A inh,KCNK3 block
CN(Cc1nc2ccccc2c(=O)[nH]1)C(=O)c1cc(-c2ccc(Br)cc2)nc2ccccc12,-1.6,i
CCn1c(SCC(=O)Nc2ccc(OC)c(S(=O)(=O)N3CCCCC3)c2)nnc1C1CC1,10.3,i
COc1ccc(NC(=O)COc2ccccc2Cc2ccccc2)cn1,-1.6,i
CC(C)CN1C(=O)C(=O)N(CC(=O)Nc2cccc(Cl)c2Cl)C1=O,7.4,i
CC1(C2CC2)NC(=O)N(CC(=O)N2CCN(c3ccccc3Cl)CC2)C1=O (stereo not drawn),2.2,i
COc1ccc(N(CC(=O)N2CCc3ccccc3C2)S(=O)(=O)c2c(C)nn(C)c2C)cc1,9.2,i
Cc1ccccc1-c1cc(C(=O)NCc2ccc(OC(F)(F)F)cc2)nn1CC1CC(c2cccc([N+](=O)[O-])c2)=NO1 (stereo not drawn),-1.5,i
Cc1ccccc1OCC(=O)OCC(=O)NCc1ccc2c(c1)OCO2,-0.4,i
O=C(COC(=O)/C=C/c1cccc(Cl)c1)NC(=O)NCc1ccccc1,0.4,i
C=CC[C@@H](Cc1ccc(F)cc1)C(=O)OC[C@H]1CCCN1C(=O)[C@H](CC=C)CC(=O)N[C@H](CO)Cc1ccccc1,3.0,i
O=S(=O)(c1ccccc1Br)N(Cc1ccccc1)CC(O)COCc1ccccc1 (stereo not drawn),-1.6,i
Clc1cccc(CSc2ncnc3c2ncn3C2CCCCO2)c1 (stereo not drawn),-2.8,i
CC1(c2ccc(OC(F)F)cc2)NC(=O)N(CC(=O)NCCC2=CCCCC2)C1=O (stereo not drawn),6.4,i
NCCC(=O)NC[C@H]1O[C@@H](n2cnc3c(N)ncnc32)[C@H](O)[C@@H]1O,1.0,i
CC(C)[C@H](NC(=O)c1ccccc1)C(=O)NC1CCCCCCC1,-0.7,i

Part of the list above, reformatted:
> Cc1ccccc1OCC(=O)OCC(=O)NCc1ccc2c(c1)OCO2
  DYRK1A inh: -0.4 | KCNK3 block: i

> O=C(COC(=O)/C=C/c1cccc(Cl)c1)NC(=O)NCc1ccccc1
  DYRK1A inh: 0.4 | KCNK3 block: i

Next structures follow:
compound,DYRK1A inh,KCNK3 block
COC(=O)C1=C(C)N(Cc2ccccc2)C(=NCc2cc(OC)c(OC)c(OC)c2)N[C@H]1c1ccc(Br)cc1,1.4,i
CCCc1cc(=O)[nH]c(SCC(=O)N2CCCCCC2)n1,2.1,i
CCCC(c1nnnn1Cc1ccco1)N1CCN(c2cc(Cl)ccc2C)CC1 (stereo not drawn),1.7,i
CC[C@@H](CCC=C(C)C)C(=O)N(Cc1ccccc1)c1ccccc1,-0.5,i
COc1ccc(Cn2c(=O)[nH]c3cc(C(=O)NCCCN4CCCCC4)ccc3c2=O)cc1,-1.0,i
CCCCCCCCCCCCCCCC[n+]1cccc2ccccc21,-6.7,i
COC1OC(CO)C(N=C(C)C)C1O (stereo not drawn),0.9,i
CCOC(=O)[C@H]1[C@H]2COc3ccc(Br)cc3[C@@H]2N2C(=O)CN(Cc3ccc(C)cc3)C(=O)[C@@]12C,4.1,i
CCN(C(=O)COC(=O)CCOc1ccccc1)c1c(N)n(Cc2ccccc2)c(=O)[nH]c1=O,6.5,i
CC1(C(=O)Nc2cccc(-n3cnnn3)c2)Cc2ccccc2C(=O)O1 (stereo not drawn),0.1,i
CCCCn1cnc2c(SCc3ccccc3F)nc(N)nc21,-6.0,i
CCN([C@H](CO)C(C)C)S(=O)(=O)c1ccccc1Br,-0.6,i
O=C1c2ccccc2NC(c2ccc(-c3ccccc3F)o2)N1O (stereo not drawn),-2.6,i
CCSC1=C(C#N)C(c2ccc(F)cc2)CC(=O)N1 (stereo not drawn),-1.9,i
Cc1ccsc1C(=O)OCc1nnc(-c2ccccc2)o1,1.8,i

(list continues)
compound,DYRK1A inh,KCNK3 block
Cc1cc(C(=O)CN2CCN(CC(=O)Nc3cccc(F)c3)CC2)c(C)n1C1CC1,1.5,i
COc1ccccc1N1CCN(C(=O)c2ccc3c(=O)n4c(nc3c2)CCCCC4)CC1,-3.1,i
CC1CCCCC1NC(=O)c1ccc(-n2cncn2)cc1 (stereo not drawn),-1.8,i
Nc1cccc2cccc([N+](=O)[O-])c12,-0.7,i
O=C(c1ccc(-c2ccc([N+](=O)[O-])cc2)o1)N1CCCCCCC1,-1.2,i
COc1ccc(Cl)cc1NC(=O)CN(C)C(=O)C1CCN(C(=O)Nc2ccccc2)CC1,0.8,i
CCOC(=O)C1=CNS(=O)(=O)NC1c1ccc2ccccc2c1 (stereo not drawn),1.8,i
Cc1noc(C)c1NC(=O)N(C)C[C@H]1Oc2c(NC(=O)c3ccncc3)cccc2C(=O)N([C@H](C)CO)C[C@@H]1C,-3.2,i
CN(CC(=O)Nc1ccc(Cl)cc1)C(=O)CNC(=O)Cc1cccc2ccccc12,6.8,i
Cn1c(SCC(=O)Nc2ccccc2Oc2ccccc2)nnc1C1CC1,-0.1,i
Oc1ccccc1C=NN=C1c2ccccc2-c2ccccc21,-4.9,i
COc1ccc(-n2c(Cc3cc(=O)[nH]c(=O)[nH]3)nnc2SCC(=O)N2CCC(C)CC2)cc1,-5.6,i
COc1ccc(/C=N/NC(=O)c2ccc(-n3cnnn3)cc2)cc1,0.5,i
O=C(COC(=O)c1cc(Cl)nc(Cl)c1)NC1CCCCCC1,-2.0,i
O=C(CN1CCN(C(=O)c2ccc(OCc3cn4ccccc4n3)cc2)CC1)Nc1cccc(F)c1,3.9,i
